# Compound activity deposited in PubChem BioAssay by Sanford-Burnham Center for Chemical Genomics.
# APJ antag – APJ receptor antagonism; P35414; CHO-K1 APJ beta-arrestin complementation, luminescence; inhibition, % at 20 µM; 0.32% of 330,000 active; AID 2521;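 active = inhibition above about 40% at 20 µM, limit read from the data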;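 note: cells challenged with 10 nM apelin-13 agonist together with compound; plate controls were apelin-13 plus DMSO wells for no effect and DMSO wells lacking apelin-13 for full effect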
# EBI2 antag – antagonists of human EBI2 receptor. inhibition, % at 5 µM. 0.81% of 360,000 active. P32249. AID 651636. EBI2 beta-arrestin recruitment, luminescence, 7a,25-OHC stimulated; in the data active = inhibition above about 38%;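 note: enzyme fragment complementation signal reports receptor beta-arrestin coupling in cells; 0% = agonist plus DMSO wells and 100% = wells without agonist; some results beyond the cut were filed as inactive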
# Target sequence (P32249 whole entry, looked up, the tested form may be a part): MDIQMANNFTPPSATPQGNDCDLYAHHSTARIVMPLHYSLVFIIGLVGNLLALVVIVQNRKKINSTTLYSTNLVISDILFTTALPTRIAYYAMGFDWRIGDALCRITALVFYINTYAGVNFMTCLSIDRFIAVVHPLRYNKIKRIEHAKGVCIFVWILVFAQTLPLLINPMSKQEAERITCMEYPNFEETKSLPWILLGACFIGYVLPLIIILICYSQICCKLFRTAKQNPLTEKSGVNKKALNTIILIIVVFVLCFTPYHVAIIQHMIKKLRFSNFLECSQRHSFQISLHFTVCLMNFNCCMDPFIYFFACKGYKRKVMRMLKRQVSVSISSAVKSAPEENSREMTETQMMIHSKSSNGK
# CCR6 antag – antagonists of human CCR6 receptor; inhibition, % at 20 µM; CHO-K1 CCR6 PathHunter beta-arrestin, luminescence, CCL20-stimulated; P51684; 0.49% of 340,000 active; AID 493098;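 active = compounds whose inhibition of the agonist-driven luminescence signal at 20 µM reaches about 50%, limit read from the data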;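 note: cells stimulated with CCL20 at 14 nM final; plate controls were DMSO with CCL20 for no effect and DMSO without agonist for full effect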
# Target sequence (P51684 whole entry, looked up): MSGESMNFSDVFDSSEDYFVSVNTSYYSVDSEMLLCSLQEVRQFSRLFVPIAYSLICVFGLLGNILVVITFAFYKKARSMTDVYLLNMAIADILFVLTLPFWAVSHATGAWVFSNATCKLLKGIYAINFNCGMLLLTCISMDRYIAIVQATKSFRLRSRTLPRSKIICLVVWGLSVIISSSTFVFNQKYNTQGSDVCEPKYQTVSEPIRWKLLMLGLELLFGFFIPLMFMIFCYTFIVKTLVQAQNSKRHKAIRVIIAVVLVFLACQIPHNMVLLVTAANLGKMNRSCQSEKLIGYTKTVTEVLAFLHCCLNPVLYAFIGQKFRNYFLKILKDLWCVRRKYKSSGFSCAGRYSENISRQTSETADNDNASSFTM
# Jurkat NFkB inh – lowers PMA/ionomycin-induced NF-kB signal in Jurkat cells | PMA/ionomycin-induced NF-kB luciferase reporter, luminescence | inhibition, % at 4 µM | 0.53% of 330,000 active | AID 435003; in the data active = inhibition above about 50%
# Gli-Sufu block – antagonists of Gli-Sufu signaling | Sufu-KO-LIGHT fibroblasts, Gli luciferase reporter luminescence | 0.74% of 340,000 active | AID 588413 | inhibition, % at 5 µM;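 active = inhibition above about 55%, limit read from the data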;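 note: 0% = DMSO-treated cells and 100% = wells with medium but no cells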
# CXCR6 inh – blocks human CXCR6 beta-arrestin recruitment | CHO-K1 PathHunter CXCR6 beta-arrestin, luminescence | inhibition, % at 20 µM | 0.36% of 360,000 active | AID 602244; in the data active = inhibition above about 34%, passing the limit was not always enough;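 note: antagonist mode with CXCL16 agonist at 10 nM final; 0% = 10 nM CXCL16 with DMSO and 100% = unstimulated wells without agonist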
# UBC13 inh – blocks human UBC13 polyubiquitin chain formation | P61088 | AID 485273 | inhibition, % at 20 µM | TR-FRET | 0.47% of 330,000 active; in the data active = inhibition above about 45%, passing the limit was not always enough
# Target sequence (P61088 whole entry, looked up): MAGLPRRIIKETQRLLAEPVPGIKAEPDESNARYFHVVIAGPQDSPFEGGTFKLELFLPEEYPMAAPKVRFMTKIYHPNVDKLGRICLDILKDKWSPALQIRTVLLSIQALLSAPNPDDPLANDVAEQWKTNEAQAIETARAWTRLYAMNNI
# 697 NFkB inh – lowers PMA/ionomycin-induced NF-kB signal in 697 B cells; 697 B-cell NF-kB luciferase reporter, 16 h; inhibition, % at 4 µM; 0.33% of 330,000 active; AID 435022; in the data active = inhibition above about 35%
# * hit, by the source's call; . = no result given.
SMILES,APJ antag,EBI2 antag,CCR6 antag,Jurkat NFkB inh,Gli-Sufu block,CXCR6 inh,UBC13 inh,697 NFkB inh
O=C1NC(=NCc2ccccc2)NC1(c1ccccc1)c1ccccc1,.,2,12,.,1,-4,.,.
CC(C)n1c(SCC(=O)Nc2ccccc2)nc2c1c(=O)[nH]c(=O)n2C,13,2,9,0,7,-7,6,14
COc1cccc(-c2csc(N3CCN(CC(=O)NNC(=O)c4ccc(Cl)cc4)CC3)n2)c1,-7,14,18,-6,-16,-1,0,-17
CCOc1ccc(N2C(=O)c3ccccc3C2=O)cc1,18,1,-17,4,-7,-3,-1,-7
S=c1[nH]nc(C2CC2c2ccc(Cl)cc2)n1-c1ccc(Cl)cc1 (stereo unspecified),2,-5,21,-1,-9,5,1,-3
COCCNC(=O)CC(=O)N/N=C/c1cccc(C(=O)OC)c1,14,3,6,2,0,-1,-6,13
Cc1cccc2nc3ccccc3cc12,14,-7,9,-30,1,-8,8,-8
O=C(NCCc1ccccc1Cl)c1ccc2nc3ccccc3c(=O)n2c1,-6,11,2,-2,1,7,21,12
Nc1nn(-c2ccccc2)nc1C(=O)OCc1ccccc1F,9,-1,.,-12,.,-10,-3,1
Clc1ccc(-c2nnc(-c3ccccc3)nc2-c2c[nH]c3ccccc23)cc1,-4,28,5,14,9,-6,-13,-23
CC1=CC(=O)N(c2cccc(C(F)(F)F)c2)C1c1ccc(Cl)cc1 (stereo unspecified),-14,31,27,1,3,-1,15,-13
CCCCN(CCCC)CCNC(=O)c1cn(C)c2ccc(S(=O)(=O)N(C)C3CCCCC3)cc2c1=O,26,18,27,-14,37,3,4,-31
COc1cccc(CN(CC(=O)NCC2CCCO2)C(=O)CNS(=O)(=O)c2ccccc2)c1 (stereo unspecified),25,-4,7,-6,15,-3,3,11
Cn1cc([N+](=O)[O-])c(C(=O)NCc2ccccc2)n1,-12,1,-9,-31,0,-1,-3,-4
CCCC(OC(=O)CN1C(=O)COc2ccccc21)C(=O)NC1CCCC1 (stereo unspecified),17,0,9,-14,7,2,-11,0
O=C1CCC(C(=O)N2CCCCCCC2)CN1Cc1cccc(C(F)(F)F)c1 (stereo unspecified),-4,4,7,6,0,3,2,3
COC(=O)c1ccnc(SCC(=O)c2ccccc2)c1,6,-11,2,-40,-11,-4,2,1
Cc1cc(C)nc(/N=C(\N)Nc2ccc(S(=O)(=O)O)cc2)n1,-14,-5,-8,3,-10,12,1,-6
CC(C)CC(=O)NCc1ccc2[nH]c3c(c2c1)CCCC3,-26,1,-7,6,6,-9,-11,0
NS(=O)(=O)c1ccc(NC(=O)/C=C/c2ccc3c(c2)OCO3)cc1,-27,-2,5,14,-1,-18,7,34
O=C(Nc1ccc(Oc2ccccc2)nc1)C1CCCCN1Cc1ccc(OCCO)cc1 (stereo unspecified),-22,66*,2,-1,5,-10,3,-11
Cc1ccc2c(=O)c(CN3CCCCCC3)c(C)[nH]c2c1C,13,-4,1,-17,5,1,1,2
O=C(Nc1ccc(F)cc1)c1ccc2c(=O)n(CC3CCCO3)c(=S)[nH]c2c1 (stereo unspecified),-2,8,11,-4,7,-12,4,11
CSc1ncccc1C(=O)OCC(=O)Nc1nc(C)c(Cl)cc1Cl,4,4,15,11,-9,0,9,-4
COc1ccc2nc3ccccc3nc2c1NC(=O)c1ccc(Cl)cc1,20,-4,12,10,3,5,-23,5

# Complete entries, quoted from the list. Order of screens: APJ antag | EBI2 antag | CCR6 antag | Jurkat NFkB inh | Gli-Sufu block | CXCR6 inh | UBC13 inh | 697 NFkB inh
# `CC1=CC(=O)N(c2cccc(C(F)(F)F)c2)C1c1ccc(Cl)cc1` (stereo unspecified) is entered as -14 | 31 | 27 | 1 | 3 | -1 | 15 | -13
# `O=C(NCCc1ccccc1Cl)c1ccc2nc3ccccc3c(=O)n2c1` is entered as -6 | 11 | 2 | -2 | 1 | 7 | 21 | 12

# The results go on.
SMILES,APJ antag,EBI2 antag,CCR6 antag,Jurkat NFkB inh,Gli-Sufu block,CXCR6 inh,UBC13 inh,697 NFkB inh
O=C1OC(c2ccco2)=N/C1=C\c1ccc(-c2cccc(C(F)(F)F)c2)o1,17,-9,15,-7,-1,10,-37,-17
O=C1C2C3C=CC(C3)C2C(=O)N1CCN1CCN(S(=O)(=O)c2ccc3ccccc3c2)CC1 (stereo unspecified),2,0,-4,-3,-2,-2,-3,-6
COc1ccc(CNC(=O)COC(=O)CC2CCCC2)cc1,-7,-10,-7,-8,2,-3,-14,-9
CCOc1ccc(N(CC(=O)NC2CCCC2)C(=O)CCC(=O)Nc2nccs2)cc1,25,-16,1,27,-5,0,8,20
C=CCn1c(SCC(=O)Nc2ccc3c(c2)CCC3)nnc1-c1cccs1,12,8,4,12,1,2,-4,-8
Cc1cc(C)nc(N2CCC(C(=O)NC3CC3)CC2)n1,-1,-8,5,4,-10,1,4,7
O=C(NCN1CCN(c2ccccc2F)CC1)c1cccnc1,-12,-5,9,-11,5,-2,10,17
COc1ccc(CCN=C(C)c2cc(C)c(C)cc2O)cc1OC,-7,8,3,10,8,-1,5,9
Cn1c(SCc2cccc([N+](=O)[O-])c2)nc2ccccc2c1=O,10,-8,7,11,50,-1,25,-31
C[C@@H](CN1C(=O)C(=O)NC[C@@H]1C)NC(=O)CC12CC3CC(CC(C3)C1)C2,8,-13,-4,-1,-8,2,-10,-1
COc1ccc(N(C(=O)c2ccncc2)S(=O)(=O)c2ccc(Cl)cc2)cc1,4,2,4,9,-2,-4,13,1
CC(C)(C)C1(O)CC(C(F)(F)F)=NN1C(=O)Cc1ccc([N+](=O)[O-])cc1 (stereo unspecified),10,13,14,8,5,0,-2,-5
Nc1nc(C(F)(F)F)cc(=O)n1N,-22,-11,-7,-7,3,1,-2,9
CCOc1ccc(/C=C2\C(=O)c3ccccc3OC2c2ccccc2)cc1 (stereo unspecified),3,31,10,-6,15,10,-3,-21
Cc1ccc2c(c1)N(CC(=O)N1CCCCCC1)C(=O)c1cccnc1O2,16,-11,-1,13,-21,-11,-5,-12
Cc1ccc(NC(=O)C(C)OC(=O)CSc2ccccc2)cc1 (stereo unspecified),8,11,13,10,1,-3,-14,-4
CC(C(=O)NC1CCCCC1)N1C(=O)C2C3C=CC(C3)C2C1=O (stereo unspecified),-2,-10,-1,1,4,0,1,13
CN(C)c1cc(-c2ccccc2)nc(N)n1,-14,-5,4,12,3,-4,7,-4
COc1cc2[nH]c3c(=O)n(CCN4CCCCC4)cnc3c2cc1OC,10,0,-6,-9,1,-4,2,2
Cc1onc(-c2ccccc2)c1C(=O)NCCCc1ccccc1,5,0,4,4,-5,9,-5,-1
NC(=O)c1c(NC(=O)CSc2nc(N)cc(=O)[nH]2)sc2c1CCCC2,14,0,-8,10,4,-3,0,31
O=c1[nH]ncc(N/N=C\c2cccnc2)c1Cl,28,5,8,1,3,-13,2,10
COC(=O)c1cc(=O)n(Cc2cccs2)c(=NCc2cccs2)s1,9,24,6,-5,3,0,5,10
Cc1ccc(OCCCn2ccnc2)cc1C,2,-2,4,23,7,4,4,2
COc1ccc(OC)c(-c2nc(C(=O)NCC3CCCO3)cc3c2[nH]c2ccccc23)c1 (stereo unspecified),-45,18,11,-11,6,0,-7,-15

# Part of the list above, set out differently:
# Each structure is followed by: APJ antag	EBI2 antag	CCR6 antag	Jurkat NFkB inh	Gli-Sufu block	CXCR6 inh	UBC13 inh	697 NFkB inh
> NC(=O)c1c(NC(=O)CSc2nc(N)cc(=O)[nH]2)sc2c1CCCC2
    14	0	-8	10	4	-3	0	31
> O=c1[nH]ncc(N/N=C\c2cccnc2)c1Cl
    28	5	8	1	3	-13	2	10
> COC(=O)c1cc(=O)n(Cc2cccs2)c(=NCc2cccs2)s1
    9	24	6	-5	3	0	5	10
> Cc1ccc(OCCCn2ccnc2)cc1C
    2	-2	4	23	7	4	4	2
> COc1ccc(OC)c(-c2nc(C(=O)NCC3CCCO3)cc3c2[nH]c2ccccc23)c1 (stereo unspecified)
    -45	18	11	-11	6	0	-7	-15

# A draw from above in order of length of the SMILES, lowest first:
SMILES,APJ antag,EBI2 antag,CCR6 antag,Jurkat NFkB inh,Gli-Sufu block,CXCR6 inh,UBC13 inh,697 NFkB inh
COC(=O)c1ccnc(SCC(=O)c2ccccc2)c1,6,-11,2,-40,-11,-4,2,1
Nc1nn(-c2ccccc2)nc1C(=O)OCc1ccccc1F,9,-1,.,-12,.,-10,-3,1
CC1=CC(=O)N(c2cccc(C(F)(F)F)c2)C1c1ccc(Cl)cc1 (stereo unspecified),-14,31,27,1,3,-1,15,-13

# Ordered by the number under EBI2 antag (lowest first): some entries from above
Structure | APJ antag | EBI2 antag | CCR6 antag | Jurkat NFkB inh | CXCR6 inh | UBC13 inh | 697 NFkB inh
COc1ccc(CNC(=O)COC(=O)CC2CCCC2)cc1 | -7 | -10 | -7 | -8 | -3 | -14 | -9
O=C1OC(c2ccco2)=N/C1=C\c1ccc(-c2cccc(C(F)(F)F)c2)o1 | 17 | -9 | 15 | -7 | 10 | -37 | -17
Cc1cc(C)nc(N2CCC(C(=O)NC3CC3)CC2)n1 | -1 | -8 | 5 | 4 | 1 | 4 | 7

# New compounds follow:
SMILES,APJ antag,EBI2 antag,CCR6 antag,Jurkat NFkB inh,Gli-Sufu block,CXCR6 inh,UBC13 inh,697 NFkB inh
CCOC(=O)CC(=O)CSc1nnc(Cn2c(=O)sc3ccccc32)n1C,-25,-8,-6,1,1,-2,0,-2
CCN(CC)S(=O)(=O)c1cccc(NC(=O)COC(=O)c2ccc(Br)o2)c1,24,13,21,-3,-4,0,0,21
CC1CCc2c(sc(NC(=O)CCCn3cnc([N+](=O)[O-])n3)c2C(N)=O)C1 (stereo unspecified),-24,1,-2,5,9,-8,1,5
CC(=O)c1cc(C)c(OCc2cn(CC(=O)c3ccc(O)cc3)nn2)c(C)c1,.,4,29,.,3,15,.,.
CCOC(=O)N/N=C(C)/C=C/c1ccccc1,7,-11,0,-56,-11,0,-20,-37
O=C(Cc1ccccc1[N+](=O)[O-])NCc1ccc(Cl)cc1Cl,-8,8,8,-74,-83,-1,14,-69
Cc1c(OCC(=O)N[C@@H](Cc2ccccc2)C(=O)O)ccc2c3c(c(=O)oc12)CCC3,-2,-2,5,7,3,-5,-4,15
O=S(=O)(c1cc(Cl)ccc1Cl)n1nnc2ccccc21,-16,-7,8,-24,4,4,1,-6
Cc1ccc(Cn2nnc3c(=O)n(CC(=O)NCc4ccc5c(c4)OCO5)cnc32)cc1,4,4,17,21,-3,2,7,-7
CCN1CCN(CC(=O)N/N=C/c2cc(Br)cs2)CC1,0,7,-3,1,7,4,-15,-16
Cc1ccc(NC2=C(NC(=O)c3ccccc3)C(=O)c3ccccc3C2=O)cc1Cl,-52,12,26,-19,11,8,-119,-12
COc1ccc(C)cc1S(=O)(=O)N1CCCC(C(=O)N2CCN(c3ccccc3)CC2)C1 (stereo unspecified),-1,1,10,-16,14,2,-8,-5
O=C(CN1CCCCCC1)Nc1ccccc1[N+](=O)[O-],8,-5,4,2,37,9,6,-4
COc1cccc(NC(=O)COC(=O)CCCc2c[nH]c3ccccc23)c1,7,-8,-2,-2,-6,-5,14,22
